# Compound activity as filed in PubChem BioAssay.
# D2 PAM = HTS Assay for Positive Allosteric Modulators of the Human D2 Dopamine Receptor: Primary Screen for Potentiators | HEK293 T-REx D2, calcium flux, EC20 dopamine potentiation | potentiation, % at 10 µM | D(2) dopamine receptor (Homo sapiens), P14416 | 0.34% of 340,000 active;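 active means potentiation over 3 SD above the plate norm, cut at about 30% in these data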; further: 0% is about no effect
# Target sequence (P14416 whole entry, looked up): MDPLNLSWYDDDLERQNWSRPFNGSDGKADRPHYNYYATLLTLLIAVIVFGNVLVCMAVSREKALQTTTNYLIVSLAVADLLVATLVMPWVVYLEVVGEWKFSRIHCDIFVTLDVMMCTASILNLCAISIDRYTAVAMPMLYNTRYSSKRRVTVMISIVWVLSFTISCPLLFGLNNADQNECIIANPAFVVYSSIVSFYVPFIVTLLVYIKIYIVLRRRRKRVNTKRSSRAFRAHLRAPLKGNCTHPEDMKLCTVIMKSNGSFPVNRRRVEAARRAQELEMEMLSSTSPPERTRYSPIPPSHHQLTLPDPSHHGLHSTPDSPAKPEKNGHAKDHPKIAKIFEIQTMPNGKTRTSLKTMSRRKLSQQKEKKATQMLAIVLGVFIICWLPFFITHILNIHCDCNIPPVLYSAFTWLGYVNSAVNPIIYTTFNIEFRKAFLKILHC
#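 Primary screen. Calcium kinetics in induced HEK293 T-REx D2 cells: compound pre-addition 180 s, EC20 dopamine, 180 s more.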
# D1 potentiator = Potentiators of Human D1 Dopamine Receptor: qHTS; HEK293 TREx D1 cells, calcium flux, dopamine EC20 potentiation; potentiation, % at 10 µM; 0.036% of 360,000 active; AID 504651, 2011; in the data active means potentiation above about 30%; further: 0% is about no effect
# Target sequence (P21728 whole entry, looked up): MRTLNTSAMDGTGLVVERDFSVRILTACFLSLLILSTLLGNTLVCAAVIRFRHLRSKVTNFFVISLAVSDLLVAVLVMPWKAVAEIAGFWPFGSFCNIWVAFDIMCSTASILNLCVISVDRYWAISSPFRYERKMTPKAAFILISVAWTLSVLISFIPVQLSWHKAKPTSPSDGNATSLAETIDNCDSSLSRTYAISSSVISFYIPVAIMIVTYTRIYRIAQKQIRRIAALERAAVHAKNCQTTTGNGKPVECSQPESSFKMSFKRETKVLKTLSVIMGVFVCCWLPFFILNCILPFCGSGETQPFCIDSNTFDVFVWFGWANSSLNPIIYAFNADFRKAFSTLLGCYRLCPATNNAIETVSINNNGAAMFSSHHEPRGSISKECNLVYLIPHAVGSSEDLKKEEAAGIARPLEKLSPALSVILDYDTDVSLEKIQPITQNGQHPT
# Glioma ERSR ind = qHTS for Inducers of the Endoplasmic Reticulum Stress Response (ERSR) in Human Glioma: qHTS; U87-MG GRP78 promoter luciferase reporter, 16 h; Potency, µM, inactives show at the top dose activation, actives largely listed as activators; 0.02% of 420,000 active; AID 602332, 2012; further: potency means the concentration at half of the fitted maximal effect; series mostly up to about 76 µM; % of control where 0% means no effect; nearly all actives have a fitted effect of over 35% in size
#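 Stably transfected U87-MG human glioma cells carrying a GRP78-based luminescent sensor were seeded at 1000 cells/well, pin-dosed with compounds and incubated 16 h. Luciferase reagent was then added, and end-point luminescence was read after 10 min at room temperature.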
# Vif-A3G inh = qHTS for Inhibitors of Vif-A3G Interactions: qHTS. DNA dC->dU-editing enzyme APOBEC-3G (Homo sapiens), Q9HC16. HeLa A3G-eYFP + Vif (tagged APOBEC3G with the HIV-1 protein that degrades it), YFP fluorescence, overnight. Potency, µM (doses to about 46.1 µM), for inactives: top-dose activity, negative = active, actives largely listed as inhibitors. 0.076% of 410,000 active. AID 602310, 2012;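 further: potency means the concentration at half of the fitted maximal effect; on the % scale 0 is the no-effect control and ±100 the full control effect; nearly all actives have a fitted effect of over 60% in size; hits raise eYFP signal because A3G escapes Vif-driven loss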
#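 Read-out is eYFP fluorescence (Ex 488/Em 500-530) from Vif-expressing HeLa A3G-eYFP cells; more signal means A3G escaped Vif-mediated degradation. Cells plated overnight, compound pinned in, incubated overnight at 37 deg C.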
# D1 agonist = Allosteric Agonists of the Human D1 Dopamine Receptor: qHTS; D(1A) dopamine receptor (Homo sapiens), P21728; HEK293 T-REx D1 cells, calcium flux, agonist mode; activation, % at 2 µM; 1% of 360,000 active; in the data active means activation above about 30%; further: 0% is about no effect
#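 Inducible HEK293 T-REx D1 cells, force-coupled to calcium signalling, were plated at 4000 cells/well with tetracycline and held overnight at 30 C. After no-wash calcium dye loading, compound-evoked calcium rise over 180 s flagged agonists.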
# RXFP1 ag = qHTS Assay for Agonists of the Relaxin Receptor RXFP1; AID 2676, 2010; 0.3% of 370,000 active; HEK293T-RXFP1 cAMP TR-FRET, 30 min; response scale: percent of porcine relaxin response, buffer zero; Potency, µM (titrated, usually from 57.5 µM), for inactives: top-dose activation, most hits filed as activators; Relaxin receptor 1 (Homo sapiens), Q9HBX9; further: potency means the concentration at half of the fitted maximal effect; on the % scale 0 is the no-effect control and ±100 the full control effect; nearly all actives have a fitted effect of over 60% in size; many of its hits are not listed in these tables
#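 Agonist response is measured as cAMP accumulation in an RXFP1-transfected HEK293T line under PDE4 inhibition. Values are scaled between buffer-only and 29 nM porcine relaxin, and EC50s come from standard Hill equation fits.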
# D1 antagonist = Antagonist of Human D 1 Dopamine Receptor: qHTS; D(1A) dopamine receptor (Homo sapiens), P21728; HEK293 TREx D1 cells, calcium flux, dopamine EC80; stronger effect = lower value; activity change, negative = inhibition, % at 10 µM; 3.2% of 360,000 active; AID 504652, 2011; in the data active means activity change below about -30%; further: on the % scale 0 is the no-effect control and ±100 the full control effect
#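 Using tetracycline-induced force-coupled D1 Hek293 cells and a calcium dye, signals were followed for 180 s after compound, then for 180 s after EC80 dopamine, to detect inhibitors.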
# RXFP1 antag = qHTS Assay for Antagonists of the Relaxin Receptor RXFP1. activity change, negative = inhibition, % at 57.5 µM. 0.59% of 350,000 active. Relaxin receptor 1 (Homo sapiens), Q9HBX9. AID 1259400, 2018. HEK293-RXFP1, relaxin-stimulated cAMP HTRF, 30 min; stronger effect = lower value;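 active means activity change of -60% or lower, but not beyond a set lower limit; inconclusive means change between -60% and -40%, or beyond the set limit; inactive means change above -40%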; further: on the % scale 0 is the no-effect control and ±100 the full control effect
# Vif-APOBEC3F blk = qHTS for Inhibitors of Vif-A3F Interactions: qHTS; Potency, µM (doses to about 46.1 µM), for the others: at the top dose activity, negative = active; AID 602313, 2012; 0.2% of 390,000 active; HeLa A3F-eYFP + Vif (tagged APOBEC3F with the HIV-1 protein that degrades it), YFP fluorescence increase; further: potency means the concentration at half of the fitted maximal effect; % of control where 0% means no effect; nearly all actives have a fitted effect of over 65% in size
#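 HeLa cells stably expressing A3F-eYFP plus Vif, plated and incubated overnight at 37 deg C, then exposed to compounds overnight at 37 deg C. Blocked degradation read as raised yellow fluorescence (Ex 488/Em 500-530).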
# * marks the source's active call; other numbers are inactive results; ? = inconclusive; . = no result given; & = joins results of further samples. Unless noted, the call rests on the fitted dose curve; in most records, active means well fitted curve in the direction sought with a large enough effect; inconclusive means small, poorly fitted or top-dose-only effect, or another doubt; inactive means no such curve, though single readings can be large; an effect the other way counts as inactive or inconclusive.
SMILES,D2 PAM,D1 potentiator,Glioma ERSR ind,Vif-A3G inh,D1 agonist,RXFP1 ag,D1 antagonist,RXFP1 antag,Vif-APOBEC3F blk
CS(=O)(=O)c1ccc2nc(NC(=O)CN3C(=O)C4CC=CCC4C3=O)sc2c1 (stereo not drawn),-4,-5,2%,-7%,5,1.5%,5,-8,6%
O=C(Nc1ccccc1Cl)O/N=C/c1ccc(F)cc1,.,.,4%,-1%,.,.,.,-5,7%
CN(C(=O)CO/N=C/c1ccc(OC(F)F)cc1)C1CCS(=O)(=O)C1 (stereo not drawn),-11,2,-2%,3%,0,0.2%,-16,16,-2%
O=C(Nc1ccc(C(=O)N2CCOCC2)cc1)Nc1cccc(Cl)c1,-9,-2,5%,-10%,6,-0.2%,-1,4,-1%
CCN1CCN(C(=S)Nc2ccc(Cl)cc2Cl)CC1,-2,-2,3%,-1%,2,-1.0%,-21,-16,-2%
CC(=O)N1c2ccccc2[C@@H](C)[C@@H]1C,-12,3,-6%,3%,-3,1.0%,.,.,0%
Cc1nnc2ccc(N3CCCCC3)nn12,10,1,-2%,10%,0,25%,-6,-7,-6%
Cc1ccc(CN2CC(C(=O)N3CCN(S(=O)(=O)c4ccc(C)cc4C)CC3)CC2=O)cc1 (stereo not drawn),-2,-5,-3%,0%,0,-0.4%,-12,-2,3%
Cn1c(=O)oc2cc(S(=O)(=O)Nc3ccc4c(c3)OCO4)ccc21,5,-6,5%,-9%,13,0.5%,-8,1,-9%
Cc1cc(C)n(-c2ccc(C(=O)OCC(=O)Nc3ccc(Cl)c(S(=O)(=O)N(C)C)c3)cc2)n1,-2,0,-4%,5%,2,-1.1%,9,-4,-9%
CCc1nnc(NC(=O)C2CCCO2)s1 (stereo not drawn),-2,-2,1%,2%,1,1.3%,-13,12,13%
COc1ccc(Cn2c(CO)cnc2SCc2cccc(C)c2)cc1,-8,2,-1%,-4%,10,3.6%,6,.,1%

# Record cards (already shown):
# Shown for `Cn1c(=O)oc2cc(S(=O)(=O)Nc3ccc4c(c3)OCO4)ccc21` : D2 PAM: 5; D1 potentiator: -6; Glioma ERSR ind: 5%; Vif-A3G inh: -9%; D1 agonist: 13; RXFP1 ag: 0.5%; D1 antagonist: -8; RXFP1 antag: 1; Vif-APOBEC3F blk: -9%
# Shown for `CC(=O)N1c2ccccc2[C@@H](C)[C@@H]1C` : D2 PAM: -12; D1 potentiator: 3; Glioma ERSR ind: -6%; Vif-A3G inh: 3%; D1 agonist: -3; RXFP1 ag: 1.0%; D1 antagonist: .; RXFP1 antag: .; Vif-APOBEC3F blk: 0%
# Shown for `COc1ccc(Cn2c(CO)cnc2SCc2cccc(C)c2)cc1` : D2 PAM: -8; D1 potentiator: 2; Glioma ERSR ind: -1%; Vif-A3G inh: -4%; D1 agonist: 10; RXFP1 ag: 3.6%; D1 antagonist: 6; RXFP1 antag: .; Vif-APOBEC3F blk: 1%

# (further entries)
SMILES,D2 PAM,D1 potentiator,Glioma ERSR ind,Vif-A3G inh,D1 agonist,RXFP1 ag,D1 antagonist,RXFP1 antag,Vif-APOBEC3F blk
CN1CCN(S(=O)(=O)c2ccccc2)CC1,16,-9,-2%&-3%,2%&0%,1,3.7%,13,-11,0%
CCN(CC)C(=O)C1=C(C)NC(=O)NC1c1c(F)cccc1Cl (stereo not drawn),-1,-2,-2%,-3%,4,0.0%,-7,5,1%
N#C/C(=C\c1ccc(F)c(Cl)c1)S(=O)(=O)c1ccccn1,-1,-4,3%,-8%,1,2.3%,1,-8,21%
COc1ccc(/C=N/Nc2nccnc2Cl)c(OC)c1,.,-5,-4%,2%,0,-2.0%,-8,-11,6%
COc1ccccc1CNC(=O)CCS(=O)(=O)c1ccc(Cl)cc1,7,-4,0%,-2%,4,-0.6%,-5,6,-4%
Cc1ccc(S(=O)(=O)N2CC(C(=O)O)=CC[C@H]2c2ccc3c(c2)OCO3)cc1,-18,-2,-3%,-6%,0,-1.1%,-11,.,3%
COC(=O)c1ccc(C(=O)OC)c(NC(=O)CN(c2ccc3c(c2)OCO3)S(C)(=O)=O)c1,-10,-3,-3%,1%,1,-0.3%,9,-4,0%
COc1ccc(C(CNC(=O)c2cccc(S(=O)(=O)Nc3ccc(F)cc3)c2)N2CCCCC2)cc1 (stereo not drawn),.,.,-5%,2%,.,.,.,-6,6%
CCN1CCN(C(=O)c2ccc(Cn3c(=O)[nH]c4cc(OC)c(OC)cc4c3=O)cc2)CC1,-4,-4,-3%,-4%,0,2.0%,-12,-4,-7%
O=C(NCc1ccc2c(c1)OCO2)c1c(Cl)cccc1Cl,6,3,-7%,1%,5,0.8%,4,-9,2%
Cc1ccccc1N1Cc2ccccc2C1=O,.,.,-1%,-1%,.,.,.,11,-1%
CCc1ccc(-n2c(O)cnc2Nc2nc(C)cc(C)n2)cc1,24,.,-3%,0%,1,1.4%,5,.,-2%

# Quoted from the listing.
# D1 agonist, O=C(NCc1ccc2c(c1)OCO2)c1c(Cl)cccc1Cl reads 5
# D1 agonist, COc1ccc(/C=N/Nc2nccnc2Cl)c(OC)c1 reads 0
# Vif-APOBEC3F blk, COc1ccccc1CNC(=O)CCS(=O)(=O)c1ccc(Cl)cc1 reads -4%
# D1 antagonist, CCc1ccc(-n2c(O)cnc2Nc2nc(C)cc(C)n2)cc1 reads 5

# (continued)
SMILES,D2 PAM,D1 potentiator,Glioma ERSR ind,Vif-A3G inh,D1 agonist,RXFP1 ag,D1 antagonist,RXFP1 antag,Vif-APOBEC3F blk
NC(=O)CC[C@@H]1NC(=O)C(Cc2ccc(O)cc2)NC(=O)c2cc([N+](=O)[O-])cc(F)c2NCCC[C@@H](C(N)=O)NC1=O (stereo partly drawn),8,-6,.,.,-2,5.2%,5,.,.
Cc1cccc(CSc2nc3sc(C)c(C)c3c(=O)n2Cc2ccco2)c1,-12,-2,-1%,0%,3,-0.8%,25,-4,-8%
CCN(CC(=O)NC(C)C)C(=O)C(CCSC)NC(=O)c1ccccc1OC (stereo not drawn),-9,-5,-6%,3%,3,-0.3%,7,0,8%
O=c1[nH]c(/C=C\c2ccc(O)cc2)nc(O)c1[N+](=O)[O-],-1,-8,1%,0%,-1,3.0%,0,-9,2%
CC(C)S(=O)(=O)c1ccc(C(=O)Nc2ccc(F)cc2F)cn1,-1,16,0%,0%,1,0.4%,1,-17,6%
N#CCCn1cc(C(=O)Nc2ccc(C(=O)O)cc2)c(-c2cc3ccccc3o2)n1,-3,-6,-3%,-1%,2,-2.7%,13,0,1%
COC(=O)C1=NN(C(=O)c2ccc(Br)cc2)C(O)(C(C)(C)C)C1 (stereo not drawn),-10,1,2%,2%,32*,0.0%,-5,-22,0%
CS(=O)(=O)n1nc(-c2ccco2)nc1NCc1ccccc1Cl,3,1,-2%,2%,0,0.7%,5,12,-1%
O=C(O)CN1C(=O)/C(=C\c2cc(Br)ccc2OCc2ccc(F)cc2)SC1=S,.,-3,-1%,0%,1,-0.6%,-1,0,1%
CCOC(=O)CC(NC(=O)Cn1nnc(-c2ccccc2F)n1)c1ccccc1Cl (stereo not drawn),-9&-2,-9&-5,-1%&-1%,8%&0%,3&9,-0.3%&-0.6%,-1&-5,-1,-7%&-2%
CC(Cc1ccccc1)N(C)C(=O)CN1C(=O)c2ccccc2C1=O (stereo not drawn),.,.,0%,0%,.,.,.,8,-4%
CCOP(=O)(OCC)/C(=C/N1CCCCC1)NC(=O)c1ccccc1,0,-3,0%,1%,0,-0.1%,13,0,9%
O=C(NC1CCCC1)c1ncn[nH]1,-3,-6,-1%,1%,4,1.1%,-4,.,4%
Cc1ccc(NS(=O)(=O)c2cc(OCC(N)=O)c(C)cc2Cl)cc1C,-2,-5,-6%,1%,6,0.5%,-3,-4,-1%
CC(=O)N1CCN(c2ccc(NC(=O)c3ccccc3C)cc2)CC1,15,2,4%,-1%,3,-0.5%,-1,-8,13%
CN(Cc1ccccc1)C(=O)CN(c1ccc(F)cc1)S(=O)(=O)c1ccc2c(c1)OCCO2,21,-4,-2%,-1%,13,1.9%,7,3,-2%
CCc1nn2c(=O)cc(COC(=O)c3ccccc3NC(=O)COc3ccc(F)cc3)nc2s1,-1,0,-2%,1%,0,5.3%,-3,-1,2%
N#Cc1c(-c2ccccc2)c(-c2ccccc2)nn(CC(=O)NNC(=O)Nc2ccccc2)c1=O,15,6,-7%,?,4,1.9%,9,-22,1%
Cn1c(=O)c2c([nH]c(=O)n2Cc2ccc(Cl)cc2Cl)n(C)c1=O,12,0,-2%,1%,3,2.7%,-16,.,1%
O=C(CSc1nc(-c2ccccc2)nc2c1Cc1ccccc1O2)Nc1ccccc1,13,.,.,.,7,0.9%,7,.,.
CC(C(=O)Nc1cc(C(F)(F)F)ccc1N1CCOCC1)N1C(=O)C2CCCCC2C1=O (stereo not drawn),-10,-9,-3%,-5%,3,1.9%,16,1,-4%
COc1ccc(C/C(C)=N/NC(=O)c2ccncc2)cc1,15,1,0%,-4%,2,0.1%,7,-2,-10%
CCCC(=O)Nc1sc(-c2ccccc2)c(-c2ccccc2)c1C(=O)O,.,.,-2%,3%,.,.,.,-19,6%
CC(C)(C)C(=O)Nc1cccc(S(=O)(=O)NC2=NCCC2)c1,-5,3,-5%,0%,0,1.2%,1,-10,4%
C=CCn1c(SCc2nc3sc(C(=O)O)c(C)c3c(=O)[nH]2)nnc1-c1ccc(F)cc1,.,-5,-4%,0%,3,3.8%,8,-1,-3%

# This is a subset; count on the stated rates, not on these rows.
